TROY NFkB inh = inhibitors of TROY-driven NF-kB signaling, primary screen, Q293 LMP1-TROYcd cells, NF-kB luciferase, uHTS; Q293 LMP1-TROYcd NF-kB luciferase reporter, 4 h; inhibition, % at 10 µM; 0.98% of 360,000 active; AID 1347056, 2019;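 active = compounds whose plate-normalised and pattern-corrected inhibition of the luciferase reporter signal at the single screening dose is 50% or more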
ABHD5-PLIN5 inh = ABHD5-PLIN5 interaction inhibitors, primary screen, cell lysate, split luciferase complementation, luminescence; Perilipin-5 (Homo sapiens) + 1-acylglycerol-3-phosphate O-acyltransferase ABHD5 (Homo …; Split G. princeps luciferase complementation, 4 h; 0.78% of 360,000 active; inhibition, % at 4 µM;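 active = inhibition above the mean inhibition across every tested compound plus 3 SD, cut at about 22% in these data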;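 note: 0% = DMSO only wells and the 100% control is not disclosed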
Target sequence (Q00G26 whole entry, looked up): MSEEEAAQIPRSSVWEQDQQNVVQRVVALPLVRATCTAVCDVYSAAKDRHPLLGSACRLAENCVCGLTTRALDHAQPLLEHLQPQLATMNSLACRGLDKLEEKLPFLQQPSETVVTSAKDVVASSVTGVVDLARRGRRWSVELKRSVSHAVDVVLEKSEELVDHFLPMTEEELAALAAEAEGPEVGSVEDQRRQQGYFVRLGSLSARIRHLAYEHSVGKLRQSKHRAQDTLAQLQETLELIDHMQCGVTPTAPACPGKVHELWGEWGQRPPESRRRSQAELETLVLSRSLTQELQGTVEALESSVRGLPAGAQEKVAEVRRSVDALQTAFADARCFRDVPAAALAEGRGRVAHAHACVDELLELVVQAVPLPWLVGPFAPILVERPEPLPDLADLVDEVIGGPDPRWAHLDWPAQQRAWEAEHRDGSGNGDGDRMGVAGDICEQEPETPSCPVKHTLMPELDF
Target sequence (Q8WTS1 whole entry, looked up): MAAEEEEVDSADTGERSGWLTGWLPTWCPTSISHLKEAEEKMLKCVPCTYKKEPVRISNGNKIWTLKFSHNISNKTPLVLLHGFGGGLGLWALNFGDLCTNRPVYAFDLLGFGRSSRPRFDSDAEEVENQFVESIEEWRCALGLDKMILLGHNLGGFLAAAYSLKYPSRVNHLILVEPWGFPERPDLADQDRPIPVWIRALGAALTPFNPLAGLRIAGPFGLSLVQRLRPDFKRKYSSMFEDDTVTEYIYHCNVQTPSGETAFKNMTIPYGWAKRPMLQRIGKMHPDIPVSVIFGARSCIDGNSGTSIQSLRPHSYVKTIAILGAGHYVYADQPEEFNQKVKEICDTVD
TWEAK-Fn14 inh = inhibitors of TWEAK-Fn14 signaling, primary screen, luciferase reporter cells, uHTS; TWEAK-stimulated Fn14 reporter cells, luciferase luminescence, 8 h; inhibition, % at 10 µM; 2% of 360,000 active; AID 1159606, 2016; in the data active = inhibition above about 50%
LRH-1 inv ag = LRH-1 (NR5A2) inverse agonists, primary screen, cell-based, luminescence, HEK293T, StAR-luciferase reporter. Nuclear receptor subfamily 5 group A member 2 (Homo sapiens), O00482. LRH-1 transfected, 24 h. inhibition, % at 3.6 µM. 0.13% of 360,000 active. AID 602396, 2012;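 active = inhibition above the mean inhibition of all tested compounds plus 3 SD, cut at about 73% in these data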;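 note: 0% = DMSO wells and 100% = reporter-only cells lacking LRH-1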
NR2F2 inh = NR2F2 transcriptional activity inhibitors, primary screen, cell-based, luciferase reporter, HEK293T, luminescence; 0.7% of 370,000 active; inhibition, % at 8.6 µM; HEK293T NGFI-A luciferase reporter; COUP transcription factor 2 (Homo sapiens), P24468; AID 686940, 2013;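 active = inhibition above a per-plate cutoff, mean inhibition of test wells between control levels plus 3 SD, cut at about 38% in these data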;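 note: cells cotransfected with COUP-TFII expression vector driving the NGFI-A reporter; 0% = median of COUP-TF2 test wells and 100% = reporter-only cells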
TLR9-MyD88 inh = inhibitors of TLR9-MyD88 association in cells, primary screen, cell-based, CHO, BLA complementation, fluorescence; AID 504734, 2011; CCF4 FRET ratio; inhibition, % at 4.98 µM; Toll-like receptor 9 (Homo sapiens) + Myeloid differentiation primary response protein …; 0.21% of 340,000 active;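 active = inhibition above the mean over all tested compounds plus 3 SD, cut at about 21% in these data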;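 note: 0% = DMSO only wells and 100% = clavulanate BLA inhibitor control wells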
NCOA1 inh = SRC1 coactivator transcriptional activity inhibitors, primary screen, cell-based, luminescence. Nuclear receptor coactivator 1 (Homo sapiens), Q15788. 0.12% of 360,000 active. HEK293 GAL4-SRC1 luciferase reporter. inhibition, % at 3.6 µM;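 active = inhibition above the campaign mean plus 3 SD, with each screening campaign given its own cutoff, cut at about 60% in these data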;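 note: 0% = DMSO treated cells and 100% = gossypol at 36 µM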
NCOA2 inhibitor = inhibition of GAL4-SRC2 driven luciferase reporter, primary screen, SRC2 inhibitor project, cell-based, luminescence. Nuclear receptor coactivator 2 (Homo sapiens), Q15596. HEK293 GAL4-SRC2 luciferase reporter. inhibition, % at 9 µM. 0.17% of 370,000 active. AID 651957, 2012;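 active = inhibition above the mean inhibition of all tested compounds plus 3 SD, set per campaign, cut at about 52% in these data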;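 note: 0% = DMSO treated cells and 100% = cells given Gossypol at 36 µM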
NOD2-RIPK2 inh = NOD2-RIPK2 binding disruptors in cells, primary screen, fluorescence, CHO cells, BLA complementation; CCF4 ratio; inhibition, % at 4.98 µM; Receptor-interacting serine/threonine-protein kinase 2 (Homo sapiens), O43353; 0.38% of 360,000 active; AID 624267, 2012; in the data active = inhibition above about 21%;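 note: 0% = vehicle only and 100% = reference blocker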
NCOA3 inh = SRC3 coactivator transcriptional activity inhibitors, primary screen, cell-based, luminescence. inhibition, % at 3.6 µM. Nuclear receptor coactivator 3 (Homo sapiens), Q9Y6Q9. HEK293 GAL4-SRC3 luciferase reporter. 0.17% of 360,000 active;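 active = inhibition above a per-campaign cutoff, the mean of all compounds plus 3 SD, cut at about 60% in these data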;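 note: 0% = DMSO-treated cells and 100% = gossypol-treated cells at 36 µM; higher means less SRC3-driven luciferase light from the GAL4 reporter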
Exocytosis inh = LAMP-1 surface exposure blockers, TALL-104 cells – cell-based, flow cytometry, MLPCN library, primary screen; TALL-104 LAMP-1 surface exposure; cells stimulated with thapsigargin and PMA; inhibition, % at 10 µM; 0.66% of 360,000 active; AID 651702, 2012;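 active = inhibition above about 55%, limit read from the data; inconclusive = no clear call, values can overlap the other calls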
* = called active by the depositor; ? = inconclusive; . = not tested or not shown.

SMILES | TROY NFkB inh | ABHD5-PLIN5 inh | TWEAK-Fn14 inh | LRH-1 inv ag | NR2F2 inh | TLR9-MyD88 inh | NCOA1 inh | NCOA2 inhibitor | NOD2-RIPK2 inh | NCOA3 inh | Exocytosis inh
Cc1ccc(OCc2nc3ccccc3n2C(C(=O)Nc2c(C)cccc2C)C2CC2)cc1 (stereo not given) | . | -5 | . | -1 | 0 | . | . | -22 | -8 | . | 18
CC1CC2C3CCC4=CC(=O)C=CC4(C)[C@@]3(Cl)C(O)CC2(C)C1(O)C(=O)CO (stereo not given in full) | 19 | -3 | -4 | 17 | 7 | -3 | -46 | 6 | -5 | -31 | 3
O=C(/C=C/c1cccc([N+](=O)[O-])c1)OCC(=O)c1ccccc1 | -33 | 1 | -6 | -10 | -13 | -10 | 3 | -6 | 0 | 5 | 2
CC(Oc1cccc(NC(=O)c2cccs2)c1)C(=O)c1ccccc1 (stereo not given) | -9 | 3 | -21 | -4 | 4 | -10 | -6 | 13 | -3 | 7 | 0
O=C1c2ccccc2C(=O)N1CCC(c1ccccc1)c1ccco1 (stereo not given) | -65 | 13 | 5 | -28 | 9 | -14 | -26 | -10 | -9 | -6 | 0
COc1ccc(/C=C/C(=O)OCC(=O)NC2CCCC(C)C2C)c(OC)c1 (stereo not given) | -27 | 9 | -26 | -7 | 12 | 1 | -10 | -28 | -13 | -6 | -4
CN(C)CCn1c(SCc2ccccc2C#N)nc2c(sc3ccccc32)c1=O | -36 | 4 | 19 | -12 | -7 | 11 | 5 | -31 | 0 | -4 | 6
Nn1c(SCC(=O)Nc2ccc(F)cc2F)nnc1C1CCCCC1 | -67 | 3 | -14 | -50 | 0 | -10 | -42 | -19 | -4 | -42 | 2
O=C(CSc1nc2ccccc2c(=O)n1-c1ccccc1Cl)NC1CCS(=O)(=O)C1 (stereo not given) | 10 | -5 | -6 | 5 | 20 | -13 | 3 | -30 | 3 | 14 | 6
CCCNC(=O)C1CCN(c2ccc(S(=O)(=O)N3CCOCC3)cc2Cl)CC1 | 7 | 2 | -11 | 23 | 0 | -4 | 7 | -8 | 13 | 6 | 4
COc1ccc(-c2cc(C(=O)Nc3ccc(C)cc3)no2)cc1 | -15 | 1 | -24 | -19 | 3 | -3 | 1 | -26 | -11 | -2 | -4
CSc1nc(Cl)cc(Nc2ccc(O)cc2)n1 | 7 | 1 | -1 | -39 | -32 | -15 | -41 | -50 | 9 | -43 | 10
Cc1cc(C)cc(NC(=O)N2CCCN(c3c(Cl)cncc3Cl)CC2)c1 | -10 | 5 | -4 | -2 | -6 | 7 | -5 | -18 | -12 | -4 | -7
CCCCOc1ccc(-c2nnn(CC(=O)c3c[nH]c4ccccc34)n2)cc1 | -4 | 5 | 5 | 10 | 21 | 1 | -6 | -14 | 3 | 3 | 4
CC1CN(C(=S)Nc2ccc(Br)cc2Cl)CC(C)O1 (stereo not given) | -1 | -1 | 2 | 4 | 4 | 4 | 12 | 4 | -2 | 23 | -1
CCC(C(=O)Nc1ccc(N2CCOCC2)c(S(=O)(=O)Nc2ccccc2OC)c1)c1ccccc1 (stereo not given) | 12 | -3 | 17 | -2 | -11 | 1 | 1 | -24 | 6 | -11 | -6
S=C(c1ccc2c(c1)OCO2)N1CCCCCC1 | -4 | 6 | -5 | -8 | 19 | 3 | -8 | 2 | -6 | -6 | 0
Cc1cccc(OCCN2CSC(=S)N(C)C2)c1 | -8 | -2 | 0 | -3 | -11 | -2 | -7 | 12 | -5 | 2 | -2
CCOCc1nnc(NC(=O)c2ccco2)s1 | -5 | -3 | -6 | 4 | -16 | -5 | -1 | 3 | -5 | 10 | 1
C=C(CCC(=O)c1ccccc1)C(=O)c1ccccc1 | -34 | 32* | 57* | 6 | -16 | 2 | 6 | 13 | 6 | -1 | ?
O=C(CCN1C(=O)c2ccccc2C1=O)N(CCO)Cc1ccccc1 | -19 | -7 | -27 | 4 | 5 | 0 | -63 | 16 | 1 | -7 | 3
CCn1c(SCC(=O)N/N=C/C=C/c2ccco2)nc2ccccc21 | 9 | 21 | -6 | -11 | 3 | 6 | 0 | 19 | -2 | -8 | -3
CC(C)N(Cc1ccccc1)C(=O)COC(=O)c1ccc(O)cc1 | 0 | -5 | 15 | -18 | -24 | -11 | 4 | -36 | -1 | 1 | 5
COc1ccc(Cc2c(O)nc[nH]c2=O)cc1 | 10 | 6 | 13 | 9 | -17 | -6 | -5 | -9 | -17 | -6 | -2
O=C(Nc1nc2ccccc2[nH]1)c1ccccc1O | -62 | 0 | 40 | -129 | -31 | 2 | -78 | -48 | 0 | -84 | -2

(continued)
SMILES | TROY NFkB inh | ABHD5-PLIN5 inh | TWEAK-Fn14 inh | LRH-1 inv ag | NR2F2 inh | TLR9-MyD88 inh | NCOA1 inh | NCOA2 inhibitor | NOD2-RIPK2 inh | NCOA3 inh | Exocytosis inh
O=C(Nc1ccc(Br)cn1)c1cccc(S(=O)(=O)N2CCCC2)c1 | -1 | 2 | -13 | -1 | 17 | 6 | -2 | -11 | -12 | -18 | 0
Cc1cccc(N2CCN(c3ccc(NC(=O)/C=C(/C(=O)O)c4ccccc4)cc3)CC2)c1 | -16 | 12 | -11 | 9 | 2 | 11 | -19 | 7 | -12 | -15 | 3
Cn1nnnc1SCC(=O)Nc1ncc(C(F)(F)F)cc1Cl | 20 | -6 | 8 | -4 | 5 | -3 | 9 | 5 | -15 | -16 | -2
O=C(Cn1nnc(-c2ccccc2F)n1)Nc1ccc2c(c1)OCCO2 | -64 | 2 | -25 | 4 | 17 | -9 | 2 | 0 | 1 | 1 | -5
Nc1c(C(=O)O)cnn1-c1ccc([N+](=O)[O-])cc1 | 15 | 10 | -15 | 34 | 25 | -5 | -17 | -15 | 6 | 15 | -6
CCOc1c(Nc2ccc(C(C)C)cc2)c(=O)c1=O | -33 | 1 | -15 | 10 | -2 | 14 | -23 | -9 | 3 | 11 | 0
N#Cc1c(N)nc2c3c(sc(=N)c2c1N)NC(=O)CC3c1ccccc1Cl (stereo not given) | -13 | -1 | -24 | 7 | -25 | -5 | -20 | -21 | -3 | -20 | 4
O=C(CCNS(=O)(=O)c1ccc(OC(F)(F)F)cc1)N1CCN(S(=O)(=O)c2cccc(F)c2)CC1 | 3 | -17 | -1 | -22 | 0 | -15 | -6 | -3 | -1 | -2 | -14
CCN(CC)S(=O)(=O)c1cccc(NC(=O)COC(=O)c2cccs2)c1 | 15 | -2 | 6 | -13 | 13 | -7 | -11 | -26 | -7 | 1 | 7
Cc1ccc(C(=O)Nc2sc3c(c2C(=O)O)CCCCC3)o1 | -31 | 1 | 65* | 43 | 10 | 4 | 0 | -50 | -7 | 30 | 3
Cc1ccc(CNS(=O)(=O)NCc2ccccc2)cc1 | 1 | 3 | -7 | 11 | -6 | 6 | 3 | 14 | 7 | 16 | -3
O=S(=O)(Nc1ccc(N2CCCCC2)cc1)c1cccs1 | -21 | 5 | 3 | 21 | -14 | 9 | 9 | 7 | -12 | 10 | -2
Cc1ccccc1Cn1c2ccccc2c2cnn(CC(=O)NCCCN3CCOCC3)c(=O)c21 | 14 | 4 | 3 | 10 | 8 | 0 | 1 | -12 | -7 | 11 | 0
CCOc1ccccc1NC(=O)CSc1nnc(NC(=O)c2ccco2)s1 | -7 | 7 | -14 | -11 | 7 | -3 | -24 | -3 | -8 | 19 | -6
COc1ccc(-c2[nH]ncc2CN(C)CC2CCCCO2)cc1F (stereo not given) | 14 | 12 | -15 | 9 | -7 | -6 | 8 | -14 | -4 | 12 | -4
COc1ccc(S(=O)(=O)N2CCOCC2)cc1NC(=O)COC(=O)C1CC2CCCC(C1)C2=O (stereo not given) | -7 | -4 | -3 | 13 | -2 | 4 | 4 | 13 | -9 | 0 | -3
CCc1nc(SCC(=O)O)c(C#N)cc1C | -23 | 5 | 0 | 12 | 4 | 1 | 17 | -9 | -12 | 13 | -2
CCOC(=O)N1CCN(C(=O)COc2ccc(S(=O)(=O)NC3CCCCC3)cc2C)CC1 | 19 | -7 | 21 | -12 | 7 | -7 | -17 | 11 | 4 | 0 | 0
CCN(CC)S(=O)(=O)c1cc([N+](=O)[O-])ccc1N=Nc1c(O)[nH]c2ccccc12 | -23 | 0 | -18 | 15 | -6 | 6 | -16 | -19 | -3 | 14 | -2
Cc1cc(C)c2cc(C#N)c(N3CCCN(C(=S)NCCCN(C)C)CC3)nc2c1 | 10 | 9 | -4 | 1 | 13 | -6 | -4 | -14 | -1 | 10 | 5
Cc1ccc(-n2nnnc2SCC(=O)Nc2sccc2C#N)cc1 | -38 | 2 | -4 | 2 | 19 | 7 | 4 | -23 | -3 | -8 | -5
CCCC12CN(C(=O)c3ccco3)CC(CCC)(CN(C(=O)c3ccco3)C1)C2=O | -6 | -6 | -7 | 14 | -16 | 1 | 13 | -15 | -1 | -32 | 5
Cn1cccc1-c1cc(C(=O)N/N=C/c2ccc(Cl)cc2)[nH]n1 | 3 | 6 | 18 | 14 | 4 | -1 | 19 | 9 | -22 | 3 | -1
Cc1nc(-n2ncc(C#N)c2N)c2c3c(sc2n1)CCC3 | 1 | 0 | -11 | 15 | 7 | -2 | -30 | 4 | 2 | 11 | -2
COc1cc(CCCN2C(=O)C(=O)NC[C@H]2Cc2cccc3ccccc23)cc(OC)c1OC | 3 | -12 | -4 | -11 | -4 | -2 | -13 | 7 | -4 | 16 | -4
Cc1cccc(N2CCN(S(=O)(=O)c3c(C)nc4scc(C)n4c3=O)CC2C)c1 (stereo not given) | 17 | -2 | -6 | -8 | -3 | 1 | -2 | -2 | 0 | 17 | 10
CCC(=NNc1ccc([N+](=O)[O-])cc1[N+](=O)[O-])c1ccccc1 | -9 | 0 | -6 | -2 | 14 | . | -1 | -25 | -16 | 11 | 10
COc1cccc(CNC(=O)CN2C(=O)NC(c3ccccc3)(c3ccccc3)C2=O)c1 | 0 | 3 | 7 | -13 | 11 | 2 | -14 | 3 | 0 | 22 | -6
O=C(C[C@H]1C=C[C@@H](NS(=O)(=O)c2ccccc2)[C@@H](CO)O1)NCc1ccc(Cl)c(Cl)c1 | . | 6 | . | 1 | 16 | . | . | 7 | -8 | . | -11

This is a subset. The share of hits here may be higher or lower than overall.
